# PDI turbidity – inhibitors of human PDI, primary screen, biochemical, turbidity, single point, plate reader | Protein disulfide-isomerase (Homo sapiens), P07237 | PDI insulin aggregation turbidity, A650, 90 min | inhibition, % at 10 µM | 350,000 compounds, 0.052% hits;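 active means mean inhibition across replicates of 30% or more, whatever share of single replicates reach that level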;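 further: absorbance from insulin aggregation driven by PDI reduction with DTT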
# Target sequence (P07237 whole entry, looked up): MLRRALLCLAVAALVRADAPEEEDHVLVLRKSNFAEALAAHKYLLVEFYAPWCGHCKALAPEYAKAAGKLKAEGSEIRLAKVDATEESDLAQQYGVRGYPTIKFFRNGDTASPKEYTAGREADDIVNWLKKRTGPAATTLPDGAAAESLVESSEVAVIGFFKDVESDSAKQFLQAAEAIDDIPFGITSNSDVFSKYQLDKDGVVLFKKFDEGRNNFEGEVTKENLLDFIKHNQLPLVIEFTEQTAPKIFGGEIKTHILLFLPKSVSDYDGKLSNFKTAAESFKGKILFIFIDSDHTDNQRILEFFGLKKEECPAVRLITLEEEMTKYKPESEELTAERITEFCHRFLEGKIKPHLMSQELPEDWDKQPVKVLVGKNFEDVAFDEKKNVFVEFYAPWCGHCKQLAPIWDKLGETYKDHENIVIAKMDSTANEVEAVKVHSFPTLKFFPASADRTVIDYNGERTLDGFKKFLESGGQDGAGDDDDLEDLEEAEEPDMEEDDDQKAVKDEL
# Glyco luc inh – increase of ERlucT glycosylation luciferase signal, primary screen, N-linked glycosylation inhibitor project, D54 ERlucT cells, luminescence, set 2; D54 ERlucT glycosylation luciferase reporter, 24 h; percent of 100 nM tunicamycin response; reporter increase, % at 12.5 µM; 360,000 compounds, 0.23% hits;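 active means mean luciferase reporter signal, scaled so untreated is 0 and the glycosylation-blocking control 100, at or above a set limit in every replicate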;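 further: luciferase carries N-glycosylation sites so blocking glycosylation raises the light; 0% = median of neutral control wells and 100% = median of 100 nM tunicamycin wells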
# HTR2A ag – mouse Htr2a agonists via beta-arrestin recruitment, primary screen, cell-based, luminescence; 5-hydroxytryptamine receptor 2A (Mus musculus), P35363; activation, % at 7.6 µM; 360,000 compounds, 0.66% hits; CHO-K1 mHTR2A beta-arrestin complementation; percent of 30 µM serotonin response; AID 624169, 2012;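 active means activation above a run cutoff, the mean activation of all tested compounds plus 3 SD, cut at about 14% in these data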;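 further: 0% = plate median of compound wells and 100% = 30 µM serotonin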
# CaV13 FRET inh – Disruptors of the CACNA1D IQ motif to Ca2+-dependent inactivation inhibitor domain association, primary screening, Förster resonance energy transfer in intact living …; HEK cells, CFP/YFP FRET ICDI-IQ, plate reader, 10 min; percent FRET-ratio fall versus neutral wells; inhibition, % at 12.3 µM; 340,000 compounds, 0.098% hits; AID 743397;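 active means mean replicate inhibition of at least 30% and at least 1% of replicates passing that level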;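 further: 0% = median of the neutral control wells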
# Exocytosis inh – LAMP-1 surface exposure blockers, TALL-104 cells – cell-based, flow cytometry, MLPCN library, primary screen | TALL-104 LAMP-1 surface exposure; cells stimulated with thapsigargin and PMA | inhibition, % at 10 µM | 360,000 compounds, 0.66% hits;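 active means inhibition above about 55%, limit read from the data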
# H9c2 protect – cardioprotection against H2O2-induced cell death, primary screen, uHTS, H9c2 cells, ATPLite luminescence. H9c2 cardiomyocytes, H2O2 injury protection, 2 h. protection from H2O2 cell death, % at 20 µM. 360,000 compounds, 0.63% hits;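 active means compounds giving at least 50% protection of heart cells from peroxide-induced death in the single-dose screen, raw or plate-pattern-corrected value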;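 further: 0% = DMSO wells with peroxide and 100% = DMSO wells without peroxide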
# MC4R antag cAMP – MC4R antagonists of cAMP signaling, primary screen, cell-based, TR-FRET, antagonist arm of biased-ligand search; Melanocortin receptor 4 (Homo sapiens), P32245; MC4R-expressing cells, MTII-stimulated cAMP, LANCE TR-FRET; inhibition, % at 6.5 µM; 360,000 compounds, 0.48% hits; AID 540295, 2011;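 active means inhibition above its plate's cutoff, the mean of tested wells on that plate plus 3 SD, cut at about 29% in these data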;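 further: 0% = Melanotan II alone and 100% = Melanotan II plus saturating MCL0020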
# Target sequence (P32245 whole entry, looked up): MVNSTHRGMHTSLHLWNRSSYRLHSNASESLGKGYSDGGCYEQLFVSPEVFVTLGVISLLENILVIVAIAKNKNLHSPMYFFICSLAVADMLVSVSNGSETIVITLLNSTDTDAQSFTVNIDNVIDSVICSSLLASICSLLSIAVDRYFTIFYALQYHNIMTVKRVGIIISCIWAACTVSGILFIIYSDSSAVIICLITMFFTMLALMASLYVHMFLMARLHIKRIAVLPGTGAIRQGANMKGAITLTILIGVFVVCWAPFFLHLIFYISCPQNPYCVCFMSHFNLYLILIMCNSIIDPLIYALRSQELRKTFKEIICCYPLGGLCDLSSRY
#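 System: U2OS cells stably expressing human melanocortin 4 receptor (MC4R). Reagent: Melanotan II challenge after compound preincubation. Doses: 6.5 µM. Times: 30-min compound, 1-h challenge, 1-h detection, room temperature. Measured by: TR-FRET with Eu-cAMP and labeled anti-cAMP, 671 nm. Replicates: singlicate.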
# ABCB6 inh 2 – ABCB6 transporter inhibitors, primary screen, K562-ABCB6 cells, flow cytometry, MLPCN library | ATP-binding cassette sub-family B member 6 (Homo sapiens), Q9NP58 | K562-ABCB6 porphyrin accumulation, 1 h; active compounds read low | fluorescence ratio to DMSO, % at 10 µM | 360,000 compounds, 0.19% hits | AID 602162, 2011;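 active means fluorescence ratio to DMSO below 75%, the collection mean minus 3 SD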;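 further: signal is porphyrin accumulated inside mitochondria; 100% equals median channel fluorescence of DMSO control wells; lower ratio means ABCB6 inhibition with less porphyrin fluorescence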
# ABHD5 PLIN5 PPI – ABHD5-PLIN5 interaction inhibitors, primary screen, cell lysate, split luciferase complementation, luminescence; Perilipin-5 (Homo sapiens) + 1-acylglycerol-3-phosphate O-acyltransferase ABHD5 (Homo …; Split G. princeps luciferase complementation, 4 h; inhibition, % at 4 µM; 360,000 compounds, 0.78% hits;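 active means inhibition above the mean inhibition across every tested compound plus 3 SD, cut at about 22% in these data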;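 further: 0% = DMSO only wells and the 100% control is not disclosed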
# MC4R ag barr – MC4R agonists recruiting beta-arrestin, primary screen, cell-based, luminescence, agonist arm of biased-ligand search | Melanocortin receptor 4 (Homo sapiens), P32245 | U2OS MC4R beta-arrestin complementation; percent of melanotan II response, DMSO zero | activation, % at 8.9 µM | 360,000 compounds, 0.98% hits | AID 540308, 2011;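 active means activation above a per-plate cutoff, the mean activation of sample wells on that plate plus 3 SD, cut at about 8% in these data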
# * hit, by the source's call; . = no result given.
# Sample of the layout (14 entries):
SMILES,PDI turbidity,Glyco luc inh,HTR2A ag,CaV13 FRET inh,Exocytosis inh,H9c2 protect,MC4R antag cAMP,ABCB6 inh 2,ABHD5 PLIN5 PPI,MC4R ag barr
CCOC(=O)C1CCCN(Cc2cccc(Oc3ccccc3)c2)C1 (centres undefined),-5,-2,-3,-6,2,-6,0,97,-1,0.8
COc1ccc(NC(=O)c2ccc(NS(=O)(=O)c3c(C)noc3C)cc2)cc1OC,2,0,0,-4,-1,-19,5,100,-2,-1.5
Oc1ccc(/C=N/Nc2cc(N3CCOCC3)nc(N3CCOCC3)n2)cc1O,10,-2,0,-19,9,53*,-22,96,-17,-1.4
OC(COc1ccc2c(c1)OCO2)CN1CCN(c2ccccc2)CC1 (centres undefined),3,-2,6,-3,-1,-5,-1,99,1,0.5
Cc1ccc(C)c(/C(O)=C2/C(=O)C(=O)N(CCN3CCOCC3)C2c2ccc(C)o2)c1 (centres undefined),15,1,1,-1,-2,-1,1,101,-3,-2.9
O=C(Cc1cccs1)NNC(=O)c1ccccc1Cl,9,-1,-8,-2,2,-1,-3,92,6,-2.1
COc1ccc(O)c(/C=C(\C#N)C(=O)Nc2ccccn2)c1,-9,-1,6,-5,-4,1,6,95,-19,-2.4
Cc1ccc2nc(SCC(=O)NCCc3ccccc3)nc(=O)n2c1,4,0,9,-15,0,-1,7,104,-1,-3.0
CSCC(=O)NC1CCCN(C2Cc3ccccc3C2)C1 (centres undefined),2,1,5,0,-1,2,1,97,0,-1.2
Cc1cccc(C)c1NC(=O)COC(=O)c1ccc2[nH]c3c(c2c1)CCCC3,11,1,4,-13,2,-1,7,96,1,6.5
Cc1ccc2oc(=O)c3cc(C(=O)NCCCN4C(C)CCCC4C)sc3c2c1 (centres undefined),13,2,-9,-7,-2,-4,10,102,1,-1.9
CN(Cc1ccccc1)C(=O)c1[nH]cnc1C(=O)N[C@@H](Cc1ccccc1)C(=O)OC(C)(C)C,-4,5,-2,11,38,-3,-16,97,-4,2.2
COc1ccc(-c2cc(C(=O)Nc3cc(C)nn3-c3ccccc3)no2)cc1OC,3,0,-3,-4,-2,-5,7,96,-4,-1.4
Cc1cccc(N(CC(O)CN2CCOCC2)S(=O)(=O)c2ccccc2)c1 (centres undefined),-2,-3,0,-3,4,5,9,98,-3,-0.2

# Main list (from the top)
SMILES,PDI turbidity,Glyco luc inh,HTR2A ag,CaV13 FRET inh,Exocytosis inh,H9c2 protect,MC4R antag cAMP,ABCB6 inh 2,ABHD5 PLIN5 PPI,MC4R ag barr
CCOC(=O)C1CCCN(Cc2cccc(Oc3ccccc3)c2)C1 (centres undefined),-5,-2,-3,-6,2,-6,0,97,-1,0.8
COc1ccc(NC(=O)c2ccc(NS(=O)(=O)c3c(C)noc3C)cc2)cc1OC,2,0,0,-4,-1,-19,5,100,-2,-1.5
Oc1ccc(/C=N/Nc2cc(N3CCOCC3)nc(N3CCOCC3)n2)cc1O,10,-2,0,-19,9,53*,-22,96,-17,-1.4
OC(COc1ccc2c(c1)OCO2)CN1CCN(c2ccccc2)CC1 (centres undefined),3,-2,6,-3,-1,-5,-1,99,1,0.5
Cc1ccc(C)c(/C(O)=C2/C(=O)C(=O)N(CCN3CCOCC3)C2c2ccc(C)o2)c1 (centres undefined),15,1,1,-1,-2,-1,1,101,-3,-2.9
O=C(Cc1cccs1)NNC(=O)c1ccccc1Cl,9,-1,-8,-2,2,-1,-3,92,6,-2.1
COc1ccc(O)c(/C=C(\C#N)C(=O)Nc2ccccn2)c1,-9,-1,6,-5,-4,1,6,95,-19,-2.4
Cc1ccc2nc(SCC(=O)NCCc3ccccc3)nc(=O)n2c1,4,0,9,-15,0,-1,7,104,-1,-3.0
CSCC(=O)NC1CCCN(C2Cc3ccccc3C2)C1 (centres undefined),2,1,5,0,-1,2,1,97,0,-1.2
Cc1cccc(C)c1NC(=O)COC(=O)c1ccc2[nH]c3c(c2c1)CCCC3,11,1,4,-13,2,-1,7,96,1,6.5
Cc1ccc2oc(=O)c3cc(C(=O)NCCCN4C(C)CCCC4C)sc3c2c1 (centres undefined),13,2,-9,-7,-2,-4,10,102,1,-1.9
CN(Cc1ccccc1)C(=O)c1[nH]cnc1C(=O)N[C@@H](Cc1ccccc1)C(=O)OC(C)(C)C,-4,5,-2,11,38,-3,-16,97,-4,2.2
COc1ccc(-c2cc(C(=O)Nc3cc(C)nn3-c3ccccc3)no2)cc1OC,3,0,-3,-4,-2,-5,7,96,-4,-1.4
Cc1cccc(N(CC(O)CN2CCOCC2)S(=O)(=O)c2ccccc2)c1 (centres undefined),-2,-3,0,-3,4,5,9,98,-3,-0.2
COc1cc(/C=N/NC(N)=S)ccc1OC(=O)c1ccc(C)cc1,-6,2,6,-5,5,-1,5,92,2,3.0
CCc1ccc(N(CC(=O)NC)S(C)(=O)=O)cc1,1,0,5,-5,1,0,4,95,-6,-1.6
Cc1ccc(S(=O)(=O)NCCc2nc3ccccc3[nH]2)cc1,2,0,-2,-2,2,-2,13,91,-1,0.1
CCCCc1cc2ccccc2c(OCCN(C)C)n1,1,1,-18,-2,13,20,1,93,6,1.2
CCN(CC)CCN(C(=O)c1c(F)cccc1F)c1nc2cc(C)cc(C)c2s1,0,1,-12,-2,1,-10,12,94,18,3.7
Cc1ccc(/C(COc2ccccc2O)=N\O)cc1,-10,1,-4,-5,1,-2,4,95,8,1.1
COc1ccc(-c2nnc(SCC#N)o2)cc1,5,1,7,-5,-2,-5,-2,100,2,-2.1
CCn1c(C)nc2cc(C(=O)NNC(=S)Nc3ccc(Cl)cc3Cl)ccc21,-2,3,3,-20,0,-3,5,98,7,-1.0
CCOC(=O)Cc1csc(NC(=O)CSc2nc(-c3ccccc3)c(C#N)c(=O)[nH]2)n1,1,-4,3,-5,-4,9,12,94,-2,1.2
CC(C)N(C)c1ncnc2c1ncn2[C@H]1CN(CCN2CCOCC2)C[C@@H](CO)O1,3,0,1,-10,-4,1,-3,109,0,-0.9
O=C(Nc1ccncc1)c1ccc([N+](=O)[O-])cc1Cl,7,-3,-2,-3,1,2,7,95,-2,-2.4
COc1ccccc1-c1nnc(SCC(=O)Nc2oc(C)c3c(C)n[nH]c(=O)c23)n1C,1,2,0,-1,-3,0,1,96,-5,-0.4
C/C(=N\NC(=O)c1ccccc1F)c1ccccn1,11,-17,-2,.,-14,16,-9,96,2,-5.3
Cc1noc(C)c1C(=O)Nc1nccs1,-6,.,0,.,8,-4,-2,98,-2,-3.9
O=C1NC(=Nc2ccc3ccccc3c2)S/C1=C/c1ccco1,-4,1,-1,9,1,-6,1,95,5,0.2
CC1CCN(S(=O)(=O)c2ccc(C(=O)Nc3nnc(C4CC4)o3)cc2)CC1,-7,3,-1,-3,2,28,-2,102,-7,-3.3
Nc1nc(N)nc(-c2ccccn2)n1,3,2,-3,-5,-2,4,-5,109,0,-1.6
COc1cccc(-c2nc(N)nc(SC)c2C#N)c1,12,3,-1,-4,-6,3,0,104,0,0.9
COc1ccc([C@H]2[C@H](C(=O)C(C)(C)C)N3N=Cc4ccccc4C3[C@]23N=C(c2ccccc2)OC3=O)cc1OC (some centres undefined),6,1,-3,.,2,10,15,106,-6,-0.9
O=C(CCc1nnc(CCCCc2ccccc2)o1)NCc1cccc(F)c1,-19,-2,-2,1,10,-4,1,99,5,-0.5
CC(C)c1ccc2oc(=O)cc(CN3CCCCC3)c2c1,4,-3,1,-4,2,-2,4,93,3,1.9
O=C(O)COc1ccc(/C=C/C(=O)c2ccc3ccccc3c2)cc1,21,3,-7,.,24,-14,-6,94,16,-3.4
COc1cccc(CC2(CO)CCCN(Cc3[nH]c4ccc(C)cc4c3C)C2)c1 (centres undefined),-6,-10,-5,-6,44,-15,2,86,11,11*
COCCN(Cc1ccccc1)P(=O)(O)c1ccccc1OCC(=O)O,-9,2,1,-7,5,0,-1,112,9,1.8
O=C(C1CC1)N1CCc2cc(S(=O)(=O)N3CCN(c4ccccc4)CC3)ccc21,13,2,-2,-3,18,-2,15,98,-6,-1.5
Cc1ccc(C)c(N2CCN(S(=O)(=O)c3c(C)[nH]c(C)c3C(=O)N3CCCC3)CC2)c1,3,-3,7,-5,3,1,15,102,-1,-0.9
CC(=O)N1CCN(C(=O)COC(=O)CNC(=O)c2ccccc2C)CC1,5,-1,0,.,-6,-2,5,103,-4,-0.1
CCOC(=O)CSc1nc2cc(S(=O)(=O)Nc3ccccc3OC)ccc2o1,1,2,-3,-7,0,-4,23,105,-1,1.2
CCCOc1ccccc1C1C(C(=O)OC)=CN(C(C)C)C=C1C(=O)OC,-7,-2,-2,6,-1,-1,0,96,-4,-2.5
CCc1ccc(S(=O)(=O)c2cn(C)c3cc(OC)c(OC)cc3c2=O)cc1,3,1,-4,-3,-2,8,0,100,1,1.2
CCCOC1CCCN(C(=O)c2ccc(OC3CCN(C(=O)COC)CC3)cc2)C1 (centres undefined),6,0,-8,-3,-3,2,4,106,20,-0.7
O=C(NCCCN1CCCC1=O)Nc1ccc([N+](=O)[O-])cc1,-2,2,-2,-18,22,-1,-1,101,0,-0.8
O=C(/C=C1\NC2(CCCC2)Cc2ccccc21)C(=O)N/N=C/c1ccc(O)c(O)c1,-3,0,-2,-16,23,102*,17,90,2,0.5
COC(CNS(=O)(=O)c1cccc2nonc12)OC,0,0,1,-4,-3,14,11,101,-6,-2.7
CC1(C)CC(=O)N(CC(=O)O)c2ccccc2S1,17,0,0,-6,1,8,0,102,1,-0.8
COCCNc1nc(SCC(=O)N2CCN(c3ccccc3)CC2)nc2ccccc12,1,-1,-1,.,4,6,-6,95,2,-3.2
C=CCOC(=O)C1=C(C)NC(=O)NC1c1cc2c(cc1Br)OCO2 (centres undefined),4,-1,3,-5,-2,3,2,95,4,0.8
Cc1nc([N+](=O)[O-])c(N2CCOCC2)n1Cc1ccccc1,13,0,1,-4,-2,0,1,101,6,-0.7

# High-throughput results: PubChem, several laboratories
